# NOD2-RIPK2 inh: inhibitors of human NOD2-RIPK2 interaction. CHO BLA complementation NOD2-RIPK2, CCF4 ratio. inhibition, % at 4.98 µM. 360,000 compounds, 0.38% hits. AID 624267; in the data active means inhibition above about 21%;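 further: 0% = vehicle only and 100% = reference blocker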
# Vif inh: inhibitors of HIV Vif; inhibition, % at 7.49 µM; HEK293T cells, Vif self-association by quenched fluorescence, imaging, 24 h; AID 602346; 340,000 compounds, 0.35% hits; in the data active means inhibition above about 50%, passing the limit was not always enough; further: some results filed as inactive read as strong as hits
# LRH-1 inv ag: inverse agonists of human LRH-1 (NR5A2) | AID 602396 | 360,000 compounds, 0.13% hits | inhibition, % at 3.6 µM | HEK293T StAR-luciferase reporter, LRH-1 transfected, 24 h | O00482;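 active means inhibition above the mean inhibition of all tested compounds plus 3 SD, cut at about 73% in these data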;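 further: 0% = DMSO wells and 100% = reporter-only cells lacking LRH-1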
# NR2F2 inh: NR2F2 (human) inhibition, primary screen; P24468; 370,000 compounds, 0.7% hits; AID 686940; inhibition, % at 8.6 µM; HEK293T NGFI-A luciferase reporter, luminescence;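 active means inhibition above a per-plate cutoff, mean inhibition of test wells between control levels plus 3 SD, cut at about 38% in these data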;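 further: cells cotransfected with COUP-TFII expression vector driving the NGFI-A reporter; 0% = median of COUP-TF2 test wells and 100% = reporter-only cells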
# NCOA2 inhibitor: human SRC2 (NCOA2) inhibition; Q15596; HEK293 GAL4-SRC2 luciferase reporter, luminescence; inhibition, % at 9 µM; 370,000 compounds, 0.17% hits; AID 651957;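 active means inhibition above the mean inhibition of all tested compounds plus 3 SD, set per campaign, cut at about 52% in these data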;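 further: 0% = DMSO treated cells and 100% = cells given Gossypol at 36 µM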
# Target sequence (Q15596 whole entry, looked up, the tested form may be a part): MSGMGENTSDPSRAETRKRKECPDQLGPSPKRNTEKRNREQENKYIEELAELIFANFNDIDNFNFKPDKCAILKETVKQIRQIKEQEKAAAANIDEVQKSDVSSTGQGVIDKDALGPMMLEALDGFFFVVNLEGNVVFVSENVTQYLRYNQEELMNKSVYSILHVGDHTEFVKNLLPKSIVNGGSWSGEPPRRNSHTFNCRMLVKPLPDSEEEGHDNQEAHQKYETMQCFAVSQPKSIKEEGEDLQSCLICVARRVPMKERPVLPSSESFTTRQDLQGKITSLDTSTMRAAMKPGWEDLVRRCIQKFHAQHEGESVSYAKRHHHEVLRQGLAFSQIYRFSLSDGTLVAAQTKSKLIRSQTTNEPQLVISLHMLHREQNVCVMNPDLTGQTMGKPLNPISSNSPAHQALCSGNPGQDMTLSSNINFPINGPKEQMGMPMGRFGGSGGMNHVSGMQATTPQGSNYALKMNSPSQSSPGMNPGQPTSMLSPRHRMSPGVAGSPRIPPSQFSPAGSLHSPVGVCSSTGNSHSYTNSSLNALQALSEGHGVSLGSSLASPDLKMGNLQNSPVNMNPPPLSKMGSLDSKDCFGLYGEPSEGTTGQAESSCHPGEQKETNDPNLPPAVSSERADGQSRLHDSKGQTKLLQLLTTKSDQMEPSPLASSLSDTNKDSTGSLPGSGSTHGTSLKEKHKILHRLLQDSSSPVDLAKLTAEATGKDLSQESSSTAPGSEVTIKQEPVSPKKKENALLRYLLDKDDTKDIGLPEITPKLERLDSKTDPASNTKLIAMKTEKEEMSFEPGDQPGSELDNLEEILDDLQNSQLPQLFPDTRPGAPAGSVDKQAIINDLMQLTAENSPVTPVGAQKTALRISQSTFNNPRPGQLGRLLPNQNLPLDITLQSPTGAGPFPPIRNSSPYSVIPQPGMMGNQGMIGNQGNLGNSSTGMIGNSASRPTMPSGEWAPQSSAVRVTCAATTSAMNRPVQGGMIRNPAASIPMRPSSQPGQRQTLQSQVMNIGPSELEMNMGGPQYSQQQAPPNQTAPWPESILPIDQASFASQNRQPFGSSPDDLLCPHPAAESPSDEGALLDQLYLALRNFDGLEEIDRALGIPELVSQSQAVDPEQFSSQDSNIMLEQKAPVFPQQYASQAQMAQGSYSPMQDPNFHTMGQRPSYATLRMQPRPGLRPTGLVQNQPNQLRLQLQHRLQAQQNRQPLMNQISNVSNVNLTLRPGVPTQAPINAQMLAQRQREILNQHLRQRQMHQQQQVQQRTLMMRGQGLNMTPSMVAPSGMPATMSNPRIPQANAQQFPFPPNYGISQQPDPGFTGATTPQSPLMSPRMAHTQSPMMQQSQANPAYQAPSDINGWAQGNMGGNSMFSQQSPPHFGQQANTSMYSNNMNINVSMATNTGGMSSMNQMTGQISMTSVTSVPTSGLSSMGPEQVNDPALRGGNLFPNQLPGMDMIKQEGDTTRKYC
# TRAIL sens C8: sensitizes caspase-8 expressing cells to TRAIL | inhibition (viability loss, TRAIL sensitization), % at 10 µM | 360,000 compounds, 1% hits | AID 624354 | NB7+C8 cells + TRAIL, ATPlite viability luminescence;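 active means compounds causing at least 50% loss of cell viability in the single-dose screen, relative to plate controls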
# SRC1 inh: inhibitors of human steroid receptor coactivator 1 (SRC1) | Q15788 | HEK293 GAL4-SRC1 luciferase reporter, luminescence | inhibition, % at 3.6 µM | 360,000 compounds, 0.12% hits | AID 588354;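 active means inhibition above the campaign mean plus 3 SD, with each screening campaign given its own cutoff, cut at about 60% in these data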;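 further: 0% = DMSO treated cells and 100% = gossypol at 36 µM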
# SRC3 inh: inhibitors of human steroid receptor coactivator 3 (SRC3); Q9Y6Q9; HEK293 GAL4-SRC3 luciferase reporter, luminescence; inhibition, % at 3.6 µM; 360,000 compounds, 0.17% hits; AID 588352;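 active means inhibition above a per-campaign cutoff, the mean of all compounds plus 3 SD, cut at about 60% in these data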;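 further: 0% = DMSO-treated cells and 100% = gossypol-treated cells at 36 µM; higher means less SRC3-driven luciferase light from the GAL4 reporter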
# TROY NFkB inh: blocks TROY-dependent signaling in reporter cells | Q293 LMP1-TROYcd NF-kB luciferase reporter, 4 h | inhibition, % at 10 µM | 360,000 compounds, 0.98% hits;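 active means compounds whose plate-normalised and pattern-corrected inhibition of the luciferase reporter signal at the single screening dose is 50% or more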
# TLR9-MyD88 inh: blocks human TLR9 binding to MyD88; AID 504734; inhibition, % at 4.98 µM; CHO BLA complementation TLR9-MyD88, CCF4 FRET ratio; 340,000 compounds, 0.21% hits;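 active means inhibition above the mean over all tested compounds plus 3 SD, cut at about 21% in these data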;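 further: 0% = DMSO only wells and 100% = clavulanate BLA inhibitor control wells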
# LMP1 NFkB inh: reduces LMP1-driven NF-kappaB luciferase signal; LMP1-induced NF-kappaB luciferase reporter cells, luminescence; inhibition, % at 12.5 µM; 350,000 compounds, 0.69% hits; AID 504558; in the data active means inhibition above about 41%;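 further: 0% = neutral control wells and 100% = reference inhibitor control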
# The depositor's hits bear a star; · = no result given. Some of the compounds tested. The share of hits here may be higher or lower than overall.
no.	mol	NOD2-RIPK2 inh	Vif inh	LRH-1 inv ag	NR2F2 inh	NCOA2 inhibitor	TRAIL sens C8	SRC1 inh	SRC3 inh	TROY NFkB inh	TLR9-MyD88 inh	LMP1 NFkB inh
1	Oc1cccc(NC(=S)Nc2ccc(SC(F)F)cc2)c1	-12	20	-4	-26	9	6	-16	-9	-16	-5	-4
2	Cc1nnc(SCCn2c(N3CCCC(C)C3)nc3c2c(=O)n(C)c(=O)n3C)s1 (stereo not drawn)	2	3	-8	-7	5	0	-47	-12	-5	-6	0
3	COc1ccc(-c2nc3ccccc3c(=O)n2O)cc1	-5	-6	1	-14	6	6	0	1	-1	5	-13
4	NC(=O)c1nc(-c2ccccc2)c(-c2ccccc2)[nH]c1=O	7	9	23	3	-12	15	-6	22	10	-10	-2
5	Cc1ccccc1NC(=O)CN1CCC(C(=O)c2ccc3c(c2)OCCO3)CC1	-11	-4	-1	-13	0	5	-11	2	15	-3	-5
6	CCCN(C(=O)c1cn(C)c(=O)c2ccccc12)c1ccccc1C	-3	12	4	-8	0	7	10	6	4	9	-4
7	CSCCC(NC(=O)COc1ccccc1)C(=O)OCCOc1ccc(F)cc1 (stereo not drawn)	6	5	-4	2	-21	-9	7	11	-1	5	-3
8	CC(=O)Nc1ccc(NC(=O)C2(C)Cc3c(-c4cccc(C(F)(F)F)c4)ccnc3O2)cc1 (stereo not drawn)	-4	-6	-29	-4	-11	10	10	-12	-11	·	·
9	N#Cc1cccc(NC(=O)CSc2nnc(C3CC3)n2C2CC2)c1	1	3	-10	-11	-6	-9	3	13	3	-9	1
10	COc1cccc(/C=N/NC(=O)c2csc(-n3nc(C)cc3C(F)(F)F)n2)c1	-5	6	11	-1	-1	5	6	12	-3	1	3
11	COCCN1C(=O)c2ccc(C(=O)NCc3ccco3)cc2C1=O	-5	·	-6	11	4	5	-10	-3	-14	-16	-1
12	COc1ccc(C(C2C(=O)CC(C)(C)CC2=O)C2C(=O)CC(C)(C)CC2=O)cc1	5	1	4	5	6	-8	7	12	-19	-1	1
13	CCn1c(SCC(=O)N2CCN(c3ccccc3)CC2)nc2c([nH]c3ccccc32)c1=O	-5	-1	11	3	18	24	-6	3	8	5	9
14	Cc1cccc(-n2ncc3c2CCCC3NC(=O)c2ccncc2)c1C (stereo not drawn)	-14	-11	49	64*	5	-4	31	18	16	-6	18
15	Cc1ccc(NC(=O)C2=COCCO2)cc1S(=O)(=O)N1CCOCC1	4	-2	-6	-7	4	4	-13	-8	10	-1	17
16	O=C(CN1CC[n+]2c(-c3ccccc3)csc21)c1ccc(Br)cc1	1	-11	14	11	11	-7	8	23	-19	·	·
17	CC(NS(=O)(=O)c1ccc(Cl)cc1)C(=O)OCC(=O)c1ccc[nH]1 (stereo not drawn)	2	8	-3	-14	3	0	1	25	-5	-1	-1
18	COc1cccc2cc(C(=O)C3=C(O)C(=O)N(CCN4CCOCC4)C3c3ccc(Cl)cc3)oc12 (stereo not drawn)	-12	-7	-7	5	18	9	-10	17	-6	6	-4
19	Nc1[nH]c(C(=O)c2ccccc2)c(-c2ccncc2)c1C(=O)NCc1ccc(Cl)cc1	-8	·	-26	-2	-13	-8	·	·	13	·	·
20	O=S(=O)(c1ccccc1)n1ccc(-c2cnc(-c3ccccc3)s2)n1	-4	-24	-27	-3	-19	8	-42	-40	-30	-5	-9
21	Clc1ccc(CSc2nnc(-c3ccccn3)n2Cc2cccs2)cc1Cl	5	·	2	0	2	9	2	-6	19	·	·
22	O=C(OCc1ccc(-c2ccccc2)cc1)c1cccc(O)c1	5	7	-29	-32	-29	-4	-71	-64	0	6	-8
23	CCOc1ccccc1C(=O)NC1CCNCC1	-6	9	-7	-10	12	2	-9	11	17	-2	7
24	O=C(CCl)N1CCN(S(=O)(=O)Cc2ccccc2)CC1	-4	3	48	-5	48	2	19	26	-6	-6	3
25	O=C(CCNC(=O)c1ccccc1Cl)NC1=NCCS1	-4	7	-1	14	3	-2	3	-1	-8	10	5
26	O=C(Nc1ccccc1N1CCCC1)c1cccc(Cl)c1Cl	-3	2	11	7	11	-9	-18	-4	-8	-4	5
27	CCN(CC)C(=O)Oc1ccc2ccccc2c1Br	8	-7	-123	-47	-45	43	-99	-201	-55	-8	-14
28	N#CCOC(=O)[C@H](Cc1ccccc1)N1C(=O)c2ccccc2C1=O	7	6	-13	2	-13	8	14	-8	16	-9	2
29	Cc1cc(C(=O)NC2CCCCCC2)c2ccccc2n1	-11	6	9	1	20	12	10	-5	-4	1	-6
30	O=C(Cn1cnc2ccccc21)Nc1ccc(C(=O)O)cc1	-5	8	15	4	-5	-3	-102	11	3	7	9
31	O=C(O)COCC(=O)N1CCc2c([nH]c3ccccc23)C1C(F)(F)F (stereo not drawn)	10	-6	4	-4	-23	5	-1	-1	-12	5	-31
32	O=[N+]([O-])c1ccc2nc(-c3ccc(Cl)cc3)[nH]c2c1	-3	-12	-126	-37	-71	4	-97	-84	-4	-8	-22
33	Cc1cc2ccccn2c1C(=O)Nc1ccccc1	-5	0	-31	-20	-26	1	-34	-67	30	-4	-17
34	CCc1cc2c(SCC(=O)O)ncnc2s1	-8	·	18	-14	-16	-13	-6	5	14	-3	4
35	CCCS(=O)(=O)NC(=O)C1(C)CCCN(C(=O)c2c(-c3ccccc3)noc2C)C1 (stereo not drawn)	1	-7	-13	10	-18	-12	-18	-12	-4	·	·
36	Cc1nccn1CCCNC(=O)CC1C(=O)NCCN1Cc1ccccc1C(F)(F)F (stereo not drawn)	4	-6	9	-17	-1	-7	-12	-4	9	-7	1
37	CC(C)n1c(SCC(=O)Nc2nc3c(s2)CCCC3)nc2c1c(=O)n(C)c(=O)n2C	4	-10	15	29	22	15	37	30	41	3	23
38	CC1CCCCN1CCCNC(=O)c1ccc2nc(N3CCCCC3)sc2c1 (stereo not drawn)	8	·	-122	-75	-87	9	-89	-111	-59	-6	-39
39	O=S1(=O)c2cccc3cccc(c23)N1Cc1nnc(-c2ccccc2Br)o1	-5	-24	13	26	-24	24	-3	12	15	3	-3
40	CN(CCOc1ccc(Cl)cc1)C(=O)c1cc(S(=O)(=O)N2CCOCC2)ccc1N1CCCC1	0	-14	-11	17	24	19	-3	11	8	-1	1
41	Cc1nc(NC(=O)/C=C/c2ccccc2)sc1C(=O)Nc1ccccc1Cl	-1	-2	-36	10	-49	-3	-2	-5	20	0	0
42	Cc1sc2nc(SCC(N)=O)n(-c3ccccc3)c(=O)c2c1C	1	5	1	7	-7	5	1	5	12	8	-4
43	CC(=O)Nc1ccc(NC(=O)c2c([N+](=O)[O-])cnn2C)cc1	-10	12	12	-4	5	4	12	6	9	-4	-4
44	Cn1c(=O)c2c(ncn2C)n(C)c1=O	-8	3	9	2	-17	3	8	6	-7	-8	5
45	O=C(Nc1cc(C(F)(F)F)ccc1N1CCCC1)C1=COCCO1	-1	3	-24	-8	-12	-25	5	-14	15	-4	5
46	CCN(CC(=O)Nc1ccc(NC(C)=O)cc1)C(=O)/C=C/c1ccc(C)o1	2	13	8	-5	5	1	0	16	-10	-4	1
47	CN(C)S(=O)(=O)c1ccc(C(=O)NCC(=O)N/N=C/c2ccccc2)cc1	-6	-1	18	8	4	2	-8	24	-4	12	14
48	CCN(CC(=O)NCc1ccc(Cl)cc1)C(=O)c1cccc(S(=O)(=O)Nc2ccc(OC)cc2)c1	-2	24	-10	11	4	-5	-11	-6	-20	5	11
49	Cn1nc(NC(=O)C(F)(F)F)c2ncc(-c3ccc(Cl)cc3)nc21	1	-11	-32	-24	-35	12	-66	-62	-26	-6	-10
50	CSCc1ccc(C(=O)NC2CC(C)(C)Cc3c2cnn3-c2ccc(F)cc2)o1 (stereo not drawn)	-3	-5	-38	1	-2	14	5	6	-3	-4	-1
51	COc1cc(OC)cc(C(=O)Nc2nnc(NC(=S)Nc3ccccc3)s2)c1	-17	-9	11	·	·	21	-7	12	-34	4	-33
52	CCC(C)[C@H](NC(=O)c1cn(CC)c2cc3c(cc2c1=O)OCO3)C(=O)NCCCn1ccnc1 (stereo partly drawn)	-2	-4	-12	9	-14	-19	-11	-12	-9	14	0
53	COc1ccc(-c2cnn3c4c(c(C)nc23)CCN4C(C)C)cc1OC	-4	2	-38	8	-69	-11	-29	-33	-83	-8	-17
54	C[n+]1c2n(c3ccccc31)N=C(c1ccc(Cl)cc1)CS2	-3	4	34	54*	17	8	25	30	-4	0	-1
55	CCOc1cc(CNc2ccc(N3CCN(C(C)=O)CC3)cc2)cc(Br)c1OC	17	-2	21	12	10	-11	2	15	14	-10	5
56	C/C(=N\NC(=O)c1c[nH]c2ccccc12)c1ccc(C)s1	2	·	-78	-46	-27	-7	-102	-28	-29	-7	-47
57	O=C(O)CCn1c(SCCOc2ccccc2F)nc2ccccc21	-19	-3	-18	14	-3	-4	-44	-14	1	-15	2
58	O=C(CC12CC3CC(CC(C3)C1)C2)N1CCCC1	-12	-7	-18	2	-3	4	-21	-7	12	-5	3
59	CC(C)[C@H](NC(=O)N1CCn2c1nc1ccccc12)C(=O)N[C@@H](Cc1ccccc1)C(=O)O	14	5	6	11	14	-11	-7	10	-9	4	-3
60	CC1CC2(CC(C)(C(=O)CSc3n[nH]c(-c4ccccc4Cl)n3)OC2=O)C(=O)O1 (stereo not drawn)	4	2	-10	9	-11	14	-1	-3	9	-5	0

# Next section:
no.	mol	NOD2-RIPK2 inh	Vif inh	LRH-1 inv ag	NR2F2 inh	NCOA2 inhibitor	TRAIL sens C8	SRC1 inh	SRC3 inh	TROY NFkB inh	TLR9-MyD88 inh	LMP1 NFkB inh
61	COc1ccc(NC(=S)NCCSc2ccc(Cl)cc2)c(OC)c1	0	-11	-9	9	2	-5	3	14	-6	3	-5
62	CCc1ccc(-c2cc(C(F)(F)F)n3nc(C(=O)Nc4c(C)nn(Cc5ccccc5Cl)c4C)cc3n2)s1	-2	5	0	5	9	-4	4	-3	4	4	11
63	CCOc1ccc(NC(=O)CN2CCN(S(=O)(=O)c3ccc(Cl)cc3)CC2)cc1	1	-4	9	16	2	6	-3	9	6	-2	-4
64	CCc1ccccc1NC(=O)N1C2CCCC1CC(NC(C)=O)C2 (stereo not drawn)	-1	2	-6	-11	-6	3	6	11	-6	0	6
65	COc1cc(C(=O)NC2=NCCS2)cc(OC)c1OC	-5	8	-7	-11	21	7	-4	13	1	6	0
66	COc1ccc(OCCN2CCCC2)cc1Nc1nnc(Cl)c(Nc2ccccc2S(C)(=O)=O)n1	-7	-6	2	·	·	19	13	-12	13	-11	-7
67	COC(=O)COc1ccc2cc(-c3ccc(OC)cc3)c(=O)oc2c1	7	6	4	4	-9	33	-4	0	-26	-3	-1
68	COc1cccc(/C=C2\CCCCC2=O)c1	-10	-8	-9	-11	-8	-1	-3	2	3	-2	-5
69	CC(C)Cc1csc(NC(=O)C(C)C)c1C(=O)O	3	-6	-4	2	0	-10	-8	10	13	-4	6
70	CC(=O)C(=Cc1ccc(C(=O)O)cc1)C(C)=O	2	-1	-10	-8	7	5	3	8	12	2	-6

# Source: PubChem (several laboratories)
